FAS TE block: FAS thioesterase (human) inhibition. P49327. recombinant FAS-TE, OMFH fluorogenic substrate, fluorescence endpoint. inhibition, % at 15 µM. 360,000 tested, 0.67% active. AID 602261;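 active means compounds whose normalised, plate-corrected inhibition of enzyme fluorescence in the single-dose primary screen is 50% or more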;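 further: 0% = DMSO with enzyme and 100% = substrate without enzyme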
MT1-MMP act inh: blocks activation of human MT1-MMP | HT1080 RFP-PRO-GFP cells, GFP/RFP ratio fluorescence, overnight; percent of plate control window, DMSO zero | 360,000 tested, 0.061% active | AID 651647 | P50281 | GFP/RFP ratio change, % at 20 µM;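 active means GFP/RFP ratio change of at least 30% with cell ATP level not reduced by more than half and red fluorescence within 50% of control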; further: strong numbers were not always called active
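Assay system: HT1080 RFP-PRO-GFP cells | Dosing: 20 µM single dose, 1% DMSO | Incubation: Cells overnight before dosing, compound overnight, 37 °C, 5% CO2 | Evaluation: GFP/RFP fluorescence ratio | Control set: DMSO-only wells and HT1080 RFP-L50D-GFP cell wells as references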
bovine MsrA act: activators of bovine methionine sulfoxide reductase A. purified bovine MsrA, absorbance read-out. activation, % at 10.6 µM. 360,000 tested, 0.3% active. AID 602163; in the data active means activation above about 7.5%;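 further: 0% = vehicle and 100% = reference activator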
PABP1 MLLE inh: blocks PAM2 peptide binding to the PABP1 MLLE domain. P11940. AID 588489. inhibition, % at 20 µM. GST-MLLE / FITC-PAM2 fluorescence polarization. 360,000 tested, 0.36% active; in the data active means inhibition above about 35%, passing the limit was not always enough;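 further: plate controls were DMSO wells with GST-MLLE for no effect and wells lacking GST-MLLE protein for full effect; some results filed as inactive read as strong as hits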
Target sequence (P11940 whole entry, looked up, the tested form may be a part): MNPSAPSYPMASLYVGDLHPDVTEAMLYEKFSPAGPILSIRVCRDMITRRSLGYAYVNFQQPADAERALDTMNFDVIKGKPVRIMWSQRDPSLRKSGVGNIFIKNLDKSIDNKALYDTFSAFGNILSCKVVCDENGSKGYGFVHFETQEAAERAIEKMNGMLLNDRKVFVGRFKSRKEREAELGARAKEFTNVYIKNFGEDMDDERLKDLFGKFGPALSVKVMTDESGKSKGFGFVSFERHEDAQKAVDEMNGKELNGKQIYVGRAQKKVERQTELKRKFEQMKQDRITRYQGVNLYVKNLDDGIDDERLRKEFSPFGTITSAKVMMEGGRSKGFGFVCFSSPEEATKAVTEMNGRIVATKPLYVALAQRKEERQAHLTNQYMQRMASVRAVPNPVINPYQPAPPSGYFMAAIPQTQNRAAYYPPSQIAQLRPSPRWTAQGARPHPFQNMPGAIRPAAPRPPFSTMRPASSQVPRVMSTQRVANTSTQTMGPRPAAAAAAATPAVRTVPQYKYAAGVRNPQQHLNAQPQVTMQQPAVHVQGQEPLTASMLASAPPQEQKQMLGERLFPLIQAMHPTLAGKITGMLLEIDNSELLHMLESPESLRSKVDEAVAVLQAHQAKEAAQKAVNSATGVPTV
MsrA inhibitor: inhibits bovine methionine sulfoxide reductase A | purified bovine MsrA, absorbance read-out | 360,000 tested, 0.75% active | inhibition, % at 15.5 µM | AID 651718; in the data active means inhibition above about 4.5%;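 further: 0% = vehicle wells with enzyme and 100% = reference inhibitor wells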
E coli Lon inh: inhibitors of E. coli Lon protease; purified E. coli Lon protease, fluorescence polarization; 360,000 tested, 0.42% active; P0A9M0; inhibition, % at 7.94 µM; AID 602123; in the data active means inhibition above about 13%, passing the limit was not always enough;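 further: 0% = enzyme with probe and DMSO and 100% = no enzyme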
Rin1 Abl inh: inhibitors of human Rin1-Abl protein interaction. 360,000 tested, 0.4% active. AID 588664. TR-FRET Rin1/Abl binding, biochemical. inhibition, % at 7.35 µM; in the data active means inhibition above about 5%, passing the limit was not always enough
Rpn11 inh: Rpn11 (human) deubiquitinase inhibition; O00487; human 26S proteasome, Ub4-pepOG fluorescence polarization; 20S core pre-blocked with epoxomicin; calls only at 20 µM; 360,000 tested, 0.59% active; AID 588493;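 active means inhibition at 20 µM, scaled to each plate's controls, above about 33%, limit read from the data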
CSN inh: inhibitors of human CSN-mediated cullin deneddylation. Q92905. Purified CSN, SCF-Nedd8-OG deneddylation, fluorescence polarization. inhibition, % at 12.5 µM. 360,000 tested, 0.38% active. AID 651999;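 active means pattern-corrected inhibition above about 35%, with an unprinted fluorescence ratio check between 0.5 and 1.5, limit read from the data, passing the limit was not always enough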;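 further: 0% = enzyme with substrate and 100% = substrate without enzyme; some results filed as inactive read as strong as hits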
Target sequence (Q92905 whole entry, looked up, one chain of several): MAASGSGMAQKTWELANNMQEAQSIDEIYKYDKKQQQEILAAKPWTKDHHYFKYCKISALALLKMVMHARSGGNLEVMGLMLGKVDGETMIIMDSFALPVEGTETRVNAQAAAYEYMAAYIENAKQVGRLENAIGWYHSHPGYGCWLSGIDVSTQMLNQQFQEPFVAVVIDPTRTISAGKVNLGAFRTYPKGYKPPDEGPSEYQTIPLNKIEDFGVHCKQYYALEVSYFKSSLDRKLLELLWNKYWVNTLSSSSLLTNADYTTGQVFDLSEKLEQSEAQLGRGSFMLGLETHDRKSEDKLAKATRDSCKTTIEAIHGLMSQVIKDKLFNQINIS
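test system = HEK293T-derived human Csn5 enzyme | amount = 0.24 nM Csn5 enzyme, final concentration | medium = Tris/NaCl/DTT buffer, pH 7.5 | schedule = 90 min reaction at room temperature | signal = FP | evaluation = inhibition of Csn5 cleavage, % | compound dosing = single dose of 12.5 µM compound with 0.25% DMSO | probe or stimulus = 10 nM SCFSkp2-Nedd8OG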
An asterisk follows results filed as active; i = inactive; x = not tested or not shown; + = active, no number. Compounds were not picked by outcome; about 3.7% have a hit in one of these screens.

cpd	smiles	FAS TE block	MT1-MMP act inh	bovine MsrA act	PABP1 MLLE inh	MsrA inhibitor	E coli Lon inh	Rin1 Abl inh	Rpn11 inh	CSN inh
1	Cc1ccc(S(=O)(=O)CCc2nc3ccccc3s2)cc1	-1	1	-3	9	0.7	6	0	i	4
2	COc1ccc(CN2CCN(C(=O)c3ccc(CNS(=O)(=O)c4ccc(C)cc4)cc3)CC2)c(OC)c1OC	2	2	-5	2	-0.8	1	5	i	-2
3	O=C(CCC1CCCCC1)Nc1cc(C(F)(F)F)ccc1N1CCOCC1	34	-1	-1	-2	1.7	-3	0	i	0
4	CCOC(=O)c1sc(NC(=O)c2ccc3ncsc3c2)nc1C	-8	4	-4	-9	0.3	-9	1	i	6
5	CC(=O)Nc1c(NC(C)C)c2ccccc2oc1=O	0	2	-11	1	-0.8	0	1	i	3
6	O=C(NC(c1cccnc1)C(F)(F)F)c1cc(COc2ccc3c(c2)CCCC3)on1 (stereo not given)	-56	-5	-11	-11	0.8	1	-2	i	-6
7	CCOc1ccc(/C(O)=C2\C(=O)C(=O)N(c3cc(C)on3)C2c2ccccc2OC)cc1 (stereo not given)	-4	6	-4	-2	2.2	5	-4	i	2
8	COC(=O)c1ccccc1S(=O)(=O)N(Cc1cc2ccc(OC)cc2[nH]c1=O)CC1CCCO1 (stereo not given)	-4	7	-2	-1	2.4	-1	-1	i	2

Reprinted from the part before: three entries; new compounds follow.
cpd	smiles	FAS TE block	MT1-MMP act inh	bovine MsrA act	PABP1 MLLE inh	MsrA inhibitor	E coli Lon inh	Rin1 Abl inh	Rpn11 inh	CSN inh
6	O=C(NC(c1cccnc1)C(F)(F)F)c1cc(COc2ccc3c(c2)CCCC3)on1 (stereo not given)	-56	-5	-11	-11	0.8	1	-2	i	-6
7	CCOc1ccc(/C(O)=C2\C(=O)C(=O)N(c3cc(C)on3)C2c2ccccc2OC)cc1 (stereo not given)	-4	6	-4	-2	2.2	5	-4	i	2
8	COC(=O)c1ccccc1S(=O)(=O)N(Cc1cc2ccc(OC)cc2[nH]c1=O)CC1CCCO1 (stereo not given)	-4	7	-2	-1	2.4	-1	-1	i	2
9	CCOc1ccccc1NC(=O)NNC(=O)COc1cccc(C)c1C	1	-1	-5	-2	-0.9	11	1	i	0
10	O=C(NCc1ccccc1)C(=O)NCC1OCCN1S(=O)(=O)c1ccc2c(c1)OCCO2 (stereo not given)	-5	6	-1	-2	0.5	0	-1	i	6
11	O=C(Nc1ccccc1[N+](=O)[O-])c1cc(S(=O)(=O)N2CCOCC2)cs1	-6	-1	-4	1	2.0	8	0	i	1
12	Cc1nonc1C1CCCN1C(=O)c1cc(COc2cccc(C(F)(F)F)c2)on1 (stereo not given)	21	1	-1	0	-0.3	-1	-1	i	0
13	O=C(CCC(=O)N1CCOc2ccccc21)NCCCc1ccccc1	1	2	-2	-3	0.7	-1	-1	i	-2
14	CC1CN(C2CC(C)(C)NC(C)(C)C2)CCC1=O (stereo not given)	-8	0	0	1	1.1	-6	-2	i	0
15	CCN(CC)S(=O)(=O)c1cccc(-c2csc(C)n2)c1	4	0	1	16	-1.6	-7	-5	i	2
16	CSCCC(NC(=O)OCc1ccccc1)C(=O)O (stereo not given)	-5	2	-3	4	-1.0	-11	-1	i	-1
17	CCOC(=O)c1c(C)c(C(=O)N2CCc3ccccc3C2)c(C)n1CC	2	2	-1	-3	-0.3	0	2	i	-2
18	COC(=O)c1ccc(CNC(=O)COC(=O)/C=C/c2cc(OC)c(OC)c(OC)c2)cc1	-6	-1	-3	-4	0.8	-1	-1	i	2
19	C=CCc1ccc(OCC(O)CO)c(OC)c1 (stereo not given)	-10	-1	3	9	0.1	6	-3	i	-6
20	CCOc1ccc(N2CC(C(=O)NCc3ccco3)CC2=O)cc1 (stereo not given)	-2	-5	-3	-13	0.1	-11	1	i	0
21	Cc1ccccc1CN1CCN(C/C=C/c2ccccc2)CC1	0	-4	-2	7	x	8	1	i	-5
22	O=C(CSc1nc(-c2ccccc2)cc(=O)[nH]1)Nc1ccccc1	-3	0	-2	13	1.1	0	0	i	1
23	CNC(=O)c1ccc(-n2cccn2)nc1	-6	0	-13	14	0.0	-7	7	i	-9
24	COc1ccc(C)cc1-n1c(N)c(C#N)c(C#N)c1-c1ccc(OC)c(OC)c1OC	9	8	2	-11	1.1	-3	0	i	-6

A different layout for 6 compounds above:
17) CCOC(=O)c1c(C)c(C(=O)N2CCc3ccccc3C2)c(C)n1CC
18) COC(=O)c1ccc(CNC(=O)COC(=O)/C=C/c2cc(OC)c(OC)c(OC)c2)cc1
19) C=CCc1ccc(OCC(O)CO)c(OC)c1 (stereo not given)
20) CCOc1ccc(N2CC(C(=O)NCc3ccco3)CC2=O)cc1 (stereo not given)
21) Cc1ccccc1CN1CCN(C/C=C/c2ccccc2)CC1
22) O=C(CSc1nc(-c2ccccc2)cc(=O)[nH]1)Nc1ccccc1

Screen / compound no.	17	18	19	20	21	22
FAS TE block	2	-6	-10	-2	0	-3
MT1-MMP act inh	2	-1	-1	-5	-4	0
bovine MsrA act	-1	-3	3	-3	-2	-2
PABP1 MLLE inh	-3	-4	9	-13	7	13
MsrA inhibitor	-0.3	0.8	0.1	0.1	x	1.1
E coli Lon inh	0	-1	6	-11	8	0
Rin1 Abl inh	2	-1	-3	1	1	0
Rpn11 inh	i	i	i	i	i	i
CSN inh	-2	2	-6	0	-5	1

Remaining list, next part.
cpd	smiles	FAS TE block	MT1-MMP act inh	bovine MsrA act	PABP1 MLLE inh	MsrA inhibitor	E coli Lon inh	Rin1 Abl inh	Rpn11 inh	CSN inh
25	COc1ccc(OCC(=O)NN2Cc3ccccc3C2=N)cc1	-6	6	-9	1	-1.0	-4	0	i	0
26	Cc1ccc2nc(SCC(=O)Nc3ccc(C(N)=O)cc3)[nH]c2c1	-4	3	-1	-73	0.9	5	-7	i	-2
27	O=C1C2C(c3ccccc3)CC=CC2[C@H](c2ccc(C(F)(F)F)cc2)N1Cc1ccccc1 (stereo not given in full)	36	-9	-3	7	-0.5	-5	1	i	-3
28	CCOC(=O)C1(O)CSc2nc3sc(C(=O)O)c(C)c3c(=O)n21 (stereo not given)	-10	x	-10	14	1.0	3	0	i	2
29	COc1ccc(NC(=O)C/C(C)=N/NC(=O)COc2ccc(OC)cc2)cc1	-4	2	-2	-2	-0.8	5	6	i	-2
30	NC(=O)CC(NC(=O)Cc1cccc2ccccc12)c1ccc(N2CCC(N3CCCCC3)CC2)c([N+](=O)[O-])c1 (stereo not given)	-2	5	-1	8	-0.4	-5	-4	i	2
31	CNC(=O)c1nc(C)c(C2(C)CC(c3cccc([N+](=O)[O-])c3)=NO2)s1 (stereo not given)	6	3	-1	-21	0.1	-5	2	i	-5
32	CCOCCCNC(=O)C1CC(=O)N(C2CCCC2)C1 (stereo not given)	-5	7	-2	-12	-0.9	4	1	i	0
33	Cc1occc1C(=O)NNC1=CC(=O)CC(C)(C)C1	-6	5	-2	7	1.7	-2	3	i	-9
34	Cc1ccnc2nc(C(=O)Nc3ccc(N4CCOCC4)cc3)nn12	-3	11	-2	-1	1.6	2	0	+	0
35	COC(=O)c1c(Oc2nc(OC)cc(OC)n2)cccc1Oc1nc(OC)cc(OC)n1	-4	2	-4	7	-0.1	-2	2	i	-1
36	COc1ccc(OC)c(C2NC(=S)NC3=C2N2CCC3CC2)c1 (stereo not given)	-3	1	-12	-120	0.2	-2	5	i	-3
37	COC(=O)c1ccc(S(=O)(=O)N(C2CCCCC2)C2CCCCC2)n1C	24	-7	-1	-2	1.6	-2	-1	i	-4
38	CCOc1ccc(N2C(=O)CC(NCCc3c[nH]c4ccccc34)C2=O)cc1 (stereo not given)	-3	4	-4	15	-0.5	-1	-1	i	-2
39	CCCC1Cc2nc(Cl)c(C#N)cc2CO1 (stereo not given)	4	0	-2	-4	-1.2	0	-4	i	7
40	O=C(CSc1nc2[nH]ncc2c(=O)n1-c1ccccc1)NCCc1ccccc1	-6	2	-2	-11	-0.4	-3	5	i	-7
41	O=c1c(C/C=C/c2ccccc2)c(O)nc2n1CCCS2	-3	-1	-3	2	-0.6	-4	-2	i	4
42	O=C(C(=O)N1CCN(c2ccc(F)cc2)CC1)N1CCCCC1	-9	9	-9	3	1.4	-2	1	i	6
43	CCCC(CCC)C(=O)Oc1cc(C)[nH]c(=O)c1[N+](=O)[O-]	-7	0	-3	-2	0.4	-2	1	i	2
44	C/C(CC1(O)C(=O)N(Cc2ccccc2)c2ccccc21)=N\O (stereo not given)	-4	-4	-3	-3	2.8	-3	-3	i	4
45	CN1CCN(C2=C(Cl)C(=O)N(C3CCCCC3)C2=O)CC1	-9	1	0	21	1.1	12	1	i	-6
46	O=C(Cn1ncc2c([nH]c3ccccc32)c1=O)Nc1ccc(F)cc1F	-12	-1	-5	7	-0.1	-9	-6	i	4
47	Cc1cc(C)c2c(c1)C1C=CCC1C(c1ccc(S(=O)(=O)N3CCOCC3)cc1)N2 (stereo not given)	-3	0	-1	8	-1.1	-10	1	i	5
48	CCc1noc(C)c1C(=O)NNC(=O)c1cc(OC)cc(OC)c1	-4	-2	-3	-3	0.6	1	-1	i	-1
49	CCc1nc2c(OCCC3CCCCC3)cccn2c1N(C)C(=O)c1ccc(C)cc1	22	-19	2	8	0.1	6	0	i	-2
50	C[C@H](NC(=O)[C@@H]1Cc2ccccc2CN1C(=O)OC(C)(C)C)C(=O)NC1CCCC1	-2	-2	-1	-4	-0.8	-1	-1	i	6
51	CCOc1ccccc1NC(=S)NC(=O)c1ccco1	7	1	-3	35	0.5	-1	1	i	-3
52	Cc1ccc(CN2CC(C(=O)N(C)CC(=O)Nc3cccc(F)c3)CC2=O)cc1 (stereo not given)	-7	-3	-3	9	0.2	-9	-4	i	4
53	CCCS(=O)(=O)C(=C1Nc2ccccc2N1)S(=O)(=O)CCC	0	-3	0	2	-0.4	5	2	i	-1
54	COC(=O)C=CSC(=S)C1CCCC1=N (stereo not given)	-6	-3	-3	18	0.3	-8	1	i	-2
55	CNC(=O)c1ccc2c(c1)nnn2C	-18	2	-3	2	-0.7	5	2	i	-6
56	Cc1cccc(N/N=C/c2ccncc2)c1	1	0	-3	2	0.6	0	-2	i	-2
57	CCOC(=O)C1(Cc2ccccc2C(F)(F)F)CCN(CC2CC2)CC1	-3	-3	-3	-4	-0.3	4	2	i	10
58	O=S(=O)(NCCCN1CCN(c2ccccc2F)CC1)c1cccc2cccnc12	-2	1	5	12	x	1	-2	i	-8
59	COC(=O)c1c(NC(=O)c2ccc([N+](=O)[O-])o2)sc2c1CCN(C(C)C)C2	8	-6	-3	13	1.0	-9	-3	i	-1

Screening data as filed in PubChem.
